From PubChem
OXTR agonist – activates the human oxytocin receptor; CHO-OTR cells, Fluo-8 calcium fluorescence; normalized: DMSO 0%, oxytocin 100%; activation, % at 3 µM; 0.32% of 320,000 active;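 active = activation above the mean of all tested compounds plus 3 SD, cutoff set per screening run, cut at about 20% in these data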;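 note: peak over basal fluorescence ratio from a 100 s FLIPR kinetic read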
Target sequence (P30559 whole entry, looked up): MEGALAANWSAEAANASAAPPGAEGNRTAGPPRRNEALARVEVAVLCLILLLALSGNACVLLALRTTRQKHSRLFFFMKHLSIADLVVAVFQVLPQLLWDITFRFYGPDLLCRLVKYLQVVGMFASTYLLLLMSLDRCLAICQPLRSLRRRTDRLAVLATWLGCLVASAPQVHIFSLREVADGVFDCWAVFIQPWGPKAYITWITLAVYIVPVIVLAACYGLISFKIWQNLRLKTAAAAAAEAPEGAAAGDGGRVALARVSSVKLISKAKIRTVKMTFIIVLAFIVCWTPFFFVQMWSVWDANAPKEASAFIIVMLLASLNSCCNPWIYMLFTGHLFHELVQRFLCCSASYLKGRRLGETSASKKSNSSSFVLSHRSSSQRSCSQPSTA
OXTR potentiator – potentiators of human oxytocin receptor | AID 2445 | activation, % at 3 µM | P30559 | 0.061% of 320,000 active | CHO-OTR cells, Fluo-8 calcium fluorescence, potentiator mode; 0% = oxytocin EC15, 100% = EC100;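 active = activation above that plate's cutoff, the mean activation of tested compounds plus 3 SD, cut at about 6.6% in these data, passing the limit was not always enough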;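 note: 100% uses oxytocin at 75 nM as the full agonist control; some results filed as inactive read as strong as hits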
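Assay system: CHO-OTR cells, human receptor / Also added: oxytocin at about EC15, sub-maximal agonist stimulus / Dosing: single dose, 3.0 µM nominal final compound concentration / Incubation: 6 min pre-incubation, 100 s read / Technique: Fluo-8 calcium dye fluorescence / Read-out: % activation vs EC15 and EC100 oxytocin / Benchmarks: EC15 oxytocin low, 75 nM oxytocin high / Replicates: singlicate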
TAAR1 agonist – agonists of human TAAR1. Q96RJ0. CHO RD-HGA16 TAAR1, Fluo-8 calcium fluorescence; vehicle wells 0%, saturating PEA agonist 100%. activation, % at 3 µM. 0.99% of 360,000 active. AID 624467;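 active = activation above the mean activation of all test compounds in the run plus 3 SD, cut at about 38% in these data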
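Test system: RD-HGA16 (CHO) cells co-expressing Gα16 and hTAAR1 / Benchmarks: DMSO vehicle as 0%, PEA at EC100 as 100% / Repeats: no replicates (n 1) / Measure: % activation from peak over basal fluorescence ratio, DMSO-to-PEA scaled / Timing: 17-24 h plating, Fluo-8 75 min 37 °C, 30 min RT / Technique: kinetic Fluo-8 calcium fluorescence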
V1R ag counter – counter-screen for oxytocin receptor agonists: human V1a receptor agonists; CHO-V1R cells, Fluo-8 calcium fluorescence, agonist mode; 0% DMSO, 100% 3 nM vasopressin; activation, % at 3 µM; 0.25% of 320,000 active;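 active = activation above the mean activation of all tested compounds plus 3 SD, per screening run, cut at about 20% in these data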;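 note: signal is peak over basal fluorescence ratio across a 100 second FLIPR read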
Target sequence (P37288 whole entry, looked up): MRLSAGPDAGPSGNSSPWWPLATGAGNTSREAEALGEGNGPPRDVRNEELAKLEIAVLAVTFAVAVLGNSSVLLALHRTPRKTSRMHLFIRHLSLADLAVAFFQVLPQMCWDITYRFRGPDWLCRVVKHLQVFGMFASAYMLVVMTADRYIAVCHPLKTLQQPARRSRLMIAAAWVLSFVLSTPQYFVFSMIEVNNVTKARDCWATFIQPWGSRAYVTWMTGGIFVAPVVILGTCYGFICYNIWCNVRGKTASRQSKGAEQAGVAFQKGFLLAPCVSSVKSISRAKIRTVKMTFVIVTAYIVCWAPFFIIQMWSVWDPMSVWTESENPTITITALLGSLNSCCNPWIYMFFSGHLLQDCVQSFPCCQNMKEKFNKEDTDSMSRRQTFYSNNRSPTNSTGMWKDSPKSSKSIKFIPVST
CHRM1 PAM – human CHRM1 positive allosteric modulation | P11229 | CHO-K1 hM1, Fluo-8 calcium fluorescence, ACh EC20; 0% = ACh EC20, 100% = maximal ACh | activation, % at 3 µM | 0.088% of 360,000 active | AID 588819; in the data active = activation above about 19%, passing the limit was not always enough
CHRM1 antagonist – antagonists of human M1 muscarinic receptor; CHO-K1 hM1, Fluo-8 calcium fluorescence, ACh EC80 antagonist; inhibition, % at 3 µM; 1.3% of 360,000 active; P11229;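 active = percent inhibition above its own plate's cutoff, namely the mean of that plate's compound wells plus 3 SD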;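 note: peak over basal fluorescence ratio during 140 s after agonist addition; 0% = ACh EC80 plus DMSO and 100% = DMSO alone without agonist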
CHO parental Ca – counter-screen: ATP calcium response change in parental CHO cells. parental CHO-K1, ATP-induced calcium, Fluo-8 fluorescence. inhibition, % at 5.6 µM. 0.63% of 330,000 active. AID 463079;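 active = inhibition above that plate's mean sample inhibition plus 3 SD, cut at about 26% in these data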;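 note: 0% = ATP-challenged DMSO wells and 100% = DMSO wells without ATP; some compounds past the cut are filed as inactive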
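test system = CHO parental line | reagent = ATP stimulus | measured by = intracellular calcium via Fluo-8 no-wash fluorescent dye | control set = ATP and no-ATP DMSO wells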
M1 ag – human M1 muscarinic receptor agonism | P11229 | 0.33% of 360,000 active | activation, % at 3 µM | CHO-K1 hM1, Fluo-8 calcium fluorescence, agonist mode; 0% DMSO, 100% acetylcholine EC100;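 active = activation above the run's mean compound activation plus 3 SD, cut at about 16% in these data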;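 note: peak over basal fluorescence ratio within a 140 s kinetic read after compound addition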
TAAR1 antagonist – antagonists of human TAAR1 | CHO RD-HGA16 TAAR1, Fluo-8 calcium fluorescence, antagonist | inhibition, % at 3 µM | 1.5% of 360,000 active | AID 624466;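 active = inhibition above a per-plate cutoff, the mean inhibition of test compounds on that plate plus 3 SD, cut at about 49% in these data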;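 note: 0% = DMSO plus EC80 beta-PEA response and 100% = DMSO alone without agonist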
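Assay system: CHO-derived RD-HGA16 cells stably expressing human TAAR1 plus Gα16. Timing: 140 s kinetic read after compound, 140 s after agonist. Technique: kinetic Fluo-8 calcium fluorescence measurement. Measure: % inhibition of agonist calcium response.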
Active calls of the source: *; . = not tested or not shown.

Start of the listing, in advance (2 entries):
mol	OXTR agonist	OXTR potentiator	TAAR1 agonist	V1R ag counter	CHRM1 PAM	CHRM1 antagonist	CHO parental Ca	M1 ag	TAAR1 antagonist
CCc1ccc(NS(=O)(=O)c2ccc3c(c2)CCN3C(=O)CCC(=O)O)cc1	-0.6	-13	0	0.1	9	-7	-12	-1	14
COc1ccc(C(=O)Nc2cc3c4c(c2)C(C)C(=O)N4CCC3)c(OC)c1 (configuration not stated)	-1.7	-7	1	-0.1	6	-1	-3	-3	-8

All compounds of this part (from the top)
mol	OXTR agonist	OXTR potentiator	TAAR1 agonist	V1R ag counter	CHRM1 PAM	CHRM1 antagonist	CHO parental Ca	M1 ag	TAAR1 antagonist
CCc1ccc(NS(=O)(=O)c2ccc3c(c2)CCN3C(=O)CCC(=O)O)cc1	-0.6	-13	0	0.1	9	-7	-12	-1	14
COc1ccc(C(=O)Nc2cc3c4c(c2)C(C)C(=O)N4CCC3)c(OC)c1 (configuration not stated)	-1.7	-7	1	-0.1	6	-1	-3	-3	-8
COc1ccc(Cl)cc1NC(=O)C[n+]1ccccc1	0.9	0	2	12	0	12	-12	-2	-14
COc1ccc(CNC(=O)c2ccc(CS(=O)(=O)c3ccc(Br)cc3)o2)cc1	6.0	-14	7	5.3	-2	-5	-7	0	32
CC(C)C(=O)Nc1nnc(S(=O)(=O)N2c3ccccc3CC2C)s1 (configuration not stated)	0.1	-3	3	-0.5	2	-2	-9	0	-12
Nc1cc(-c2nc3ncccc3o2)ccc1Cl	-0.2	2	-3	-0.6	2	0	-13	-3	-8
CC(C)(C)c1ccc(C2CC2C(=O)N/N=C\c2cc3ccccc3nc2Cl)cc1 (configuration not stated)	-1.4	-9	11	-0.5	6	-6	-6	-2	-5
CC1=CS(=O)(=O)CC1Sc1nc(C)n[nH]1 (configuration not stated)	0.5	1	4	1.8	7	-1	5	-2	0
CCOC(=O)c1nn(-c2ccccc2)c(C)c1C(C)=O	0.6	-2	4	1.1	3	-4	-2	-4	-18
COC(=O)/C=C1/SC(=Nc2ccc(C)cc2C)NC1=O	-1.0	-17	0	0.1	8	-36	11	-2	2
CCCCc1nc2sc3c(c2c(=O)[nH]1)CC(C)(C)OC3	0.0	4	7	0.2	1	1	-12	-5	1
COc1cc(-c2nn3c(COc4ccccc4)nnc3s2)cc(OC)c1OC	0.3	-2	4	0.3	0	3	-8	-4	8
O=C(NCC1CCCO1)C1c2ccccc2C(=O)N1Cc1ccc2c(c1)OCO2 (configuration not stated)	-1.0	-8	1	-0.8	8	-5	-8	2	-6
Cc1cccc(CN2CCN(Cc3ccc(-n4cccn4)cc3)CC2CCO)n1 (configuration not stated)	-0.3	-3	0	0.7	12	-19	-3	-7	-24
CCCS(=O)(=O)c1c(S(=O)(=O)CCC)c2c3ccccc3ccn2c1C(N)=O	-0.5	-6	6	0.1	13	-13	-11	-2	-11
CN(C(=O)NC1CCCCC1)[C@H]1C[C@H]2c3[nH]c4ccccc4c3CCN2C(=O)[C@H]1CO	.	.	7	.	19	-13	.	7	-14
N#CC(C#N)=Cc1c[nH]c(=O)c(C#N)c1Nc1ccccc1	0.3	-8	2	-0.1	1	1	10	-4	-10
Cc1ccc(CC(C)(O)CC(C)(O)Cc2ccc(C)cc2)cc1 (configuration not stated)	.	.	-1	.	-8	11	.	-5	9
Cc1nn(-c2ccccc2)c(N2CCCC2)c1/C=N/NC(=S)Nc1ccccc1C(F)(F)F	-2.1	-13	6	-0.6	-4	-1	-17	-4	-2
Cc1cc(=O)[nH]c(SCC(=O)Nc2ccc(C)c(S(=O)(=O)N3CCCCC3)c2)n1	-1.0	-15	1	-1.1	8	-9	-9	-3	-33

An excerpt from above, reduced to TAAR1 antagonist.
SMILES | TAAR1 antagonist
COc1ccc(C(=O)Nc2cc3c4c(c2)C(C)C(=O)N4CCC3)c(OC)c1 (configuration not stated) | -8
N#CC(C#N)=Cc1c[nH]c(=O)c(C#N)c1Nc1ccccc1 | -10
CCc1ccc(NS(=O)(=O)c2ccc3c(c2)CCN3C(=O)CCC(=O)O)cc1 | 14
Cc1ccc(CC(C)(O)CC(C)(O)Cc2ccc(C)cc2)cc1 (configuration not stated) | 9
Cc1cc(=O)[nH]c(SCC(=O)Nc2ccc(C)c(S(=O)(=O)N3CCCCC3)c2)n1 | -33
CC1=CS(=O)(=O)CC1Sc1nc(C)n[nH]1 (configuration not stated) | 0
Cc1cccc(CN2CCN(Cc3ccc(-n4cccn4)cc3)CC2CCO)n1 (configuration not stated) | -24

The list continues:
mol	OXTR agonist	OXTR potentiator	TAAR1 agonist	V1R ag counter	CHRM1 PAM	CHRM1 antagonist	CHO parental Ca	M1 ag	TAAR1 antagonist
COc1ccc(-c2csc3ncnc(N4CCN(S(=O)(=O)c5ccc(C(C)=O)cc5)CC4)c23)cc1	-1.5	-1	0	-0.6	-14	21	-13	-8	-5
Cc1ccc(CN2CCC(C(=O)NCCC(C)C)CC2)o1	-1.4	-11	7	1.4	5	-2	-15	-6	3
Cc1ccc(CC(=O)OC(C)C(=O)NC2CCCCC2C)cc1C (configuration not stated)	-1.1	-2	1	-1.0	14	-10	-18	-4	4
O=C(CSc1ccc2nnc(-c3cccs3)n2n1)N1CCOCC1	.	.	2	.	-4	7	.	-5	-7
COc1cccc(C2=CC(=O)CCC2)c1	-1.8	-3	7	-1.6	18	-16	-6	-5	3
Cc1ccc(S(=O)(=O)N2CCN(C(=O)COC(=O)CNC(=O)c3ccc(Cl)cc3Cl)CC2)c(C)c1	.	.	2	.	18	-12	.	0	16
Oc1cc(Nc2cccnc2)cc2cccnc12	1.6	2	17	2.6	11	-9	-9	-1	-4
Cc1ccc(C2C3=C(Nc4[nH]n(-c5ccccc5)c(=O)c42)c2ccccc2C3=O)cc1 (configuration not stated)	0.3	-5	.	2.2	.	.	-9	.	.
CCC(C)C(=O)NCCc1ccc(S(N)(=O)=O)cc1 (configuration not stated)	-1.3	-2	1	0.1	5	-11	-6	-3	8
CC1CC(=O)Nc2cc([N+](=O)[O-])ccc2N1 (configuration not stated)	-0.4	-6	1	0.1	2	-6	6	-3	-8
COc1ccc(S(=O)(=O)N2CCC[C@H]2C(=O)NCc2ccc(Cl)cc2)cc1	0.2	-4	-1	0.1	1	-24	-10	-2	1
COc1ccc(N2CCN(CC(O)COC(c3ccccc3)c3ccccc3)CC2)cc1 (configuration not stated)	4.0	-3	-2	0.6	-30	25	-15	-11	-13
O=C(Nc1cccc2ccccc12)C(=O)C1C(=O)Nc2ccccc21 (configuration not stated)	-0.3	-1	2	0.6	7	-8	-6	-3	2
CC(C)n1nnc2c(=O)oc3ccccc3c21	0.0	-3	0	0.3	6	-4	5	-5	-3
CSCC[C@H](NC(=O)OC(C)(C)C)C(=O)N/N=C/c1cccc2cccnc12	-1.2	-9	3	0.0	0	-3	-23	-4	14
COc1ccccc1N1CCN(c2ccc([N+](=O)[O-])cc2Cl)CC1	-1.9	-15	1	1.1	4	9	-22	-3	23
Cn1nnnc1SCCNCC#Cc1ccccc1	0.7	-1	8	0.9	3	3	-8	-5	2
c1c[nH]c(CN2CCN(Cc3ncc[nH]3)CC2)n1	.	.	0	.	5	-14	.	-2	-3
Cc1occc1-c1nnc(SCC(=O)Nc2ccc(F)cc2)n1Cc1ccccc1	-1.9	-7	4	-0.9	3	-29	-4	-1	14
CC1(C)Oc2ccc3ccc(=O)oc3c2-c2cnoc21	0.0	-3	1	0.4	13	9	-8	8	-11
Cc1cc(C)nc(SCc2nc3ncccn3c2Br)n1	-0.2	-2	20	-0.6	3	-2	-5	-5	-18
Cc1ccc(-c2cc(C(=O)NN=C3CCCC3)c3ccccc3n2)cc1	-1.7	-11	2	-1.1	4	-10	-43	-5	-7
CCN(CC)CCN=c1c(C)nc(C#N)c(N)n1O	.	.	1	.	8	-16	.	-5	1
Cc1ccc(-n2nc3c(=O)n(CC(=O)NCCc4ccco4)nc(C)c3c2C)cc1	-1.9	-5	0	-0.5	-3	-3	-15	-6	-21
CC(C)c1ccc(NC(=O)CCCN2C(=S)NC(C)(C)CC2C)cc1 (configuration not stated)	-1.0	-5	-1	-1.1	1	6	-20	-8	-22
COc1cc(OC)cc(-c2nc(-c3ccccc3)no2)c1	-0.8	-9	2	1.0	5	3	-7	-4	11
NC(=O)CC[C@@H]1NC(=O)[C@H](Cc2ccc(O)cc2)NC(=O)c2cc([N+](=O)[O-])cc(F)c2OCC[C@@H](C(N)=O)NC1=O	0.3	-1	4	1.1	0	6	4	-2	7
Cc1cc(S(=O)(=O)Nc2nc(CN3CCOCC3)nc3sc4c(c23)CCCC4)ccc1F	1.9	-15	2	4.1	2	-32	-25	0	9
Cc1ccc(NC(=O)[C@H](C)NC(=O)C2CCN(C(=O)[C@H](CC(C)C)NC(=O)OC(C)(C)C)CC2)cc1	-2.4	-2	-2	-0.6	14	-16	-18	-4	-1
CC(CN1CCC(n2nccc2NC(=O)c2ccccc2Cl)CC1)c1ccccc1 (configuration not stated)	0.6	-1	1	1.6	-5	7	-30	-5	14
COc1ccc(CCNC(=O)c2cc(S(=O)(=O)N3CCCCCC3)ccc2OC)cc1OC	.	.	1	.	2	-9	.	-4	-17
O=C(COC(=O)CCc1nc2ccccc2c(=O)[nH]1)Nc1ccccc1OC(F)F	1.0	-4	-1	0.7	24*	-15	-7	5	17
COCCNC(=O)C1(C)CCN(Cc2ccc(C(C)C)cc2)C1 (configuration not stated)	.	.	2	.	0	0	.	-8	-21
C/C(=N\O)C(C)(C)Nc1ccc(F)cc1	1.4	-1	0	0.1	4	-10	-3	-3	-1
COc1ccc(NC(=O)NCCCN2CCC(Cc3ccccc3)CC2)cc1	3.2	-26	8	3.7	-2	-1	-1	-8	-14

Two entries picked at random from those above, as already listed:
mol	OXTR agonist	OXTR potentiator	TAAR1 agonist	V1R ag counter	CHRM1 PAM	CHRM1 antagonist	CHO parental Ca	M1 ag	TAAR1 antagonist
Cc1occc1-c1nnc(SCC(=O)Nc2ccc(F)cc2)n1Cc1ccccc1	-1.9	-7	4	-0.9	3	-29	-4	-1	14
Cc1cc(=O)[nH]c(SCC(=O)Nc2ccc(C)c(S(=O)(=O)N3CCCCC3)c2)n1	-1.0	-15	1	-1.1	8	-9	-9	-3	-33
